TRHR enhancer – allosterically enhances the human TRH receptor | P34981 | TRHR cells, fluo-8 calcium fluorescence, EC20 TRH enhancement | enhancement, % at 2 µM | 0.66% of 360,000 active; in the data active = enhancement above about 30%; also: 0% is about no effect
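Enhancer read-out: after compound pinning and an initial kinetic agonist-mode read, an EC20 of TRH (10 nM final) was injected and fluo-8 calcium signal (Ex 480/Em 530) followed at 1 s/cycle for 100 cycles in TRHR-expressing cells.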
TrxR1 substrate – rat thioredoxin reductase 1 substrate activity. O89049. purified TrxR1 substrate turnover, NADPH consumption readout. Potency, µM (highest dose often 114 µM), without a hit: at the highest dose activity change, negative = substrate turnover. 0.01% of 390,000 active. AID 588456; also: potency is read from the fitted curve at half-maximal effect; % is scaled to controls: 0 for no effect and ±100 for the full control effect; nearly all actives have a fitted effect of over 50% in size
Target sequence (O89049 whole entry, looked up): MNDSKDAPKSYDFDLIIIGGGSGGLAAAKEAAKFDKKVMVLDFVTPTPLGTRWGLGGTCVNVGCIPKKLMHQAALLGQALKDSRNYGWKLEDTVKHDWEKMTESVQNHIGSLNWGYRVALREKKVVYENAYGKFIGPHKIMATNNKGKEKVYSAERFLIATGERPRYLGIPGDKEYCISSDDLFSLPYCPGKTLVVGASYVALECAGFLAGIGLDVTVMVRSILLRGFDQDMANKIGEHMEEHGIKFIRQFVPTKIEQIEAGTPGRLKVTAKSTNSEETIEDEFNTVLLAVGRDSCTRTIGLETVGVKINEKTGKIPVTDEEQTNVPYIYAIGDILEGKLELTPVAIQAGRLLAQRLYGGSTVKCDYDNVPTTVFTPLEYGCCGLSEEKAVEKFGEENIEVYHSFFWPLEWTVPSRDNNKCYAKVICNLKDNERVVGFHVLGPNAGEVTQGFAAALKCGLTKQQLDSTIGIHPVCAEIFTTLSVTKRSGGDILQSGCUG
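Rat TrxR1, dispensed at 90 nM, was prereduced with 400 uM NADPH (final) for 5 min at ~22 deg C, then incubated with compound 15 min before 400 uM selenite. A first-read NADPH fluorescence drop versus no-compound background flagged substrates.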
Pin1 inh – blocks the human prolyl isomerase Pin1; Potency, µM (series often up to 115 µM), inactives show at the top dose activity, negative = inhibition, hits mostly inhibitors; Pin1 FP peptide displacement, HiFluor488, 10 min; 0.009% of 390,000 active; AID 504891; Q13526; active = well fitted inhibition curve with a large enough effect in the polarisation, with a control signal flat, not every such curve was filed as active; inconclusive = small, poorly fitted or top-dose-only effect, or effect the other way, or a change in a side signal; inactive = no such curve, though single readings can be large or run the other way; the % refers to the polarisation; also: potency is read from the fitted curve at half-maximal effect; % is scaled to controls: 0 for no effect and ±100 for the full control effect
Target sequence (Q13526 whole entry, looked up): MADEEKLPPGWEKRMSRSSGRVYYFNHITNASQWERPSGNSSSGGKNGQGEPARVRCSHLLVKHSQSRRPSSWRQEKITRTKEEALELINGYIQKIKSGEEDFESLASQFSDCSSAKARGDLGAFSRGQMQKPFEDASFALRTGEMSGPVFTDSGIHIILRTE
D2 ag – activates the human D2 dopamine receptor; P14416; activation, % at 2 µM; AID 485358; 0.53% of 340,000 active; HEK293 T-REx D2 cells, calcium flux agonist mode;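 active = activation over 3 SD above normal in the single-dose calcium agonist read, cut at about 30% in these data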; also: 0% is about no effect
Target sequence (P14416 whole entry, looked up): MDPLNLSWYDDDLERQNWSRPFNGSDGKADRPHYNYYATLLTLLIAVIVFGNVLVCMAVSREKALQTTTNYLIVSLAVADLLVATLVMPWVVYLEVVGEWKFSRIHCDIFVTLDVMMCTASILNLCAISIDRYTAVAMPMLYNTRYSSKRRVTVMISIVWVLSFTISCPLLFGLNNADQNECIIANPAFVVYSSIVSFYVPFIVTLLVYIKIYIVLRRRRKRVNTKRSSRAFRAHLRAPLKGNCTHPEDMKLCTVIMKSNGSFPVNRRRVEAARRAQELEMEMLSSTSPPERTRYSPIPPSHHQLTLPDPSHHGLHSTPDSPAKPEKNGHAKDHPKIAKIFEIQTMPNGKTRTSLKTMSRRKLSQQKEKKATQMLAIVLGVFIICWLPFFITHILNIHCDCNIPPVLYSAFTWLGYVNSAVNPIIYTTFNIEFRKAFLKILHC
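HEK293 Trex D2 cells, tetracycline-induced, o/n 30 C 5% CO2; no-wash Ca dye, RT 30–90 min; 10-cycle baseline, 23 nl cpd added, kinetic Ca read 180 s; agonist hits = positive Ca response.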
rTrxR1 inhibitor – inhibitors of rat thioredoxin reductase 1; recombinant rTrxR1, NADPH fluorescence consumption, selenite substrate; O89049; Potency, µM (doses to about 114 µM), for inactives: top-dose activity change, negative = inhibition, actives largely listed as inhibitors; 1% of 390,000 active; also: potency is read from the fitted curve at half-maximal effect; % is scaled to controls: 0 for no effect and ±100 for the full control effect; nearly all actives have a fitted effect of over 65% in size
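Rat TrxR1 (90 nM in the dispensed reagent) was pre-reduced with 400 uM NADPH for 5 min at room temperature, then incubated with compound for 15 min. After 400 uM selenite was added, NADPH fluorescence (Ex 340/Em 450 nm) was followed for 8 min.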
USP1-UAF1 inh – USP1/UAF1 (human) deubiquitinase inhibition | recombinant USP1/UAF1, Ub-Rhodamine cleavage fluorescence | Potency, µM (doses to about 57.1 µM), without a hit: at the top dose activity change, negative = inhibition, usual class: inhibitors | 0.23% of 390,000 active | AID 743255; also: potency is read from the fitted curve at half-maximal effect; % is scaled to controls: 0 for no effect and ±100 for the full control effect; nearly all actives have a fitted effect of over 60% in size; inactives centre near -12
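USP1/UAF1 complex at 1 nM was preincubated with compound for 15 min at room temperature, then Ub-Rho substrate (150nM final) was added. Fluorescence (480/540 nm) was read kinetically, 6 reads every 60 seconds.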
D2 antag – antagonists of human D2 dopamine receptor. HEK293 TREx D2 cells, calcium flux, dopamine EC80. 2% of 340,000 active. inhibition, % at 10 µM; in the data active = inhibition above about 30%; also: 0% is about no effect
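Measurement of antagonist activity uses fluorescent calcium dye in inducible HEK293 T-REx D2 cells: 10 s baseline, compound addition with 180 s read, EC80 dopamine addition with a further 180 s read.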
mIDH1 inhibitor – blocks human mutant IDH1 R132H enzyme | O75874 | IDH1-R132H enzyme, NADPH consumption, diaphorase/resazurin fluorescence | Potency, µM (highest dose often 76.6 µM), inactives show at the top dose activity change, negative = inhibition, usual class: inhibitors | 0.093% of 390,000 active | AID 602179; also: potency is read from the fitted curve at half-maximal effect; % is scaled to controls: 0 for no effect and ±100 for the full control effect; nearly all actives have a fitted effect of over 65% in size
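IDH1-R132H (0.5 ug/mL dispensed) in pH 7.5 Tris buffer was preincubated 30 min with compound, then given a substrate mix of 0.016 mM NADPH and 2 mM alpha-KG for 80 min at room temperature; remaining NADPH was read by diaphorase/resazurin fluorescence.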
TRHR ag – activates the human TRH receptor | TRHR cells, calcium flux fluo-8, FDSS agonist mode | activation, % at 2 µM | 0.18% of 360,000 active; in the data active = activation above about 30%; also: 0% is about no effect
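Steps: seed TRHR cells overnight; add fluo-8 no-wash Ca dye, RT 30 min–1.5 h; record 10 s baseline; pin-transfer compounds; monitor fluorescence 1 cycle/s for the agonist window. Calcium increases flag candidate agonists.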
Numbers without * were called inactive; ? = inconclusive; · = not tested or not shown; [ ] = remark or other dose. Unless noted, calls follow the shape of the dose curve; as a rule, active = well fitted inhibition curve with a large enough effect; inconclusive = small, poorly fitted or top-dose-only effect; inactive = no such curve, though single readings can be large or run the other way.

The first two records as a preview:
SMILES	TRHR enhancer	TrxR1 substrate	Pin1 inh	D2 ag	rTrxR1 inhibitor	USP1-UAF1 inh	D2 antag	mIDH1 inhibitor	TRHR ag
CCCCNC(=S)N1CCN(C(c2ccccc2)c2ccccc2)CC1	-3	5%[57.1 µM]	23%	-0.2	13%[57.1 µM]	-22%	5	-4%	11
CC1CCCC(NC(=O)Cn2c(Cl)nc3c2c(=O)n(C)c(=O)n3C)C1C (stereo unspecified)	·	4%	-2%	·	3%	-27%	·	1%	·

The listing (from the top)
SMILES	TRHR enhancer	TrxR1 substrate	Pin1 inh	D2 ag	rTrxR1 inhibitor	USP1-UAF1 inh	D2 antag	mIDH1 inhibitor	TRHR ag
CCCCNC(=S)N1CCN(C(c2ccccc2)c2ccccc2)CC1	-3	5%[57.1 µM]	23%	-0.2	13%[57.1 µM]	-22%	5	-4%	11
CC1CCCC(NC(=O)Cn2c(Cl)nc3c2c(=O)n(C)c(=O)n3C)C1C (stereo unspecified)	·	4%	-2%	·	3%	-27%	·	1%	·
O=C(COn1nnc2ccc(C(F)(F)F)cc21)Nc1nnc(-c2ccccc2)o1	-2	3%[57.1 µM]	?	3.6	2%[57.1 µM]	-22%	-14	0%	-0.2
COc1ccc(/C=C(\NC(=O)c2ccccc2)C(=O)N/N=C/c2ccncc2)cc1	·	-6%	2%	·	-2%	-2%	·	1%	·
CC(=O)c1ccc(NC(=O)CCNC(=O)c2ccc(Cl)cc2)cc1	12	-3%	3%	0.1	15%	-8%	0	10%	-0.6
O=C(N/N=C/c1ccc(OC(F)F)cc1)c1cc[n+]([O-])cc1	34*	-9%	-15%	-1.2	-8%	-2%	2	3%	1.0
O=C(c1ccc2c(c1)CCN2S(=O)(=O)c1ccc(Cl)cc1)N1CCN(c2ccccc2)CC1	-3	-2%	20%	0.1	2%	-18%	·	-9%	-0.8
CCCN=C1NC(=O)C(CC(=O)NCCc2ccc(OC)c(OC)c2)S1 (stereo unspecified)	-1	-9%[57.1 µM]	-6%	-0.3	16%[57.1 µM]	-6%	11	0%	0.1
O=C(Cn1cc(C(F)(F)F)ccc1=O)NC(c1ccccc1)c1ccccc1	-4	0%	1%	-0.1	?	-17%	-3	9%	-0.3
O=C(Nc1ccc(S(=O)(=O)Nc2nccs2)cc1)C1CC(=O)N(c2ccccc2)C1 (stereo unspecified)	-3	4%[57.1 µM]	-8%	4.6	7%[57.1 µM]	-22%	6	-6%	0.2

A few values from the results shown:
`O=C(c1ccc2c(c1)CCN2S(=O)(=O)c1ccc(Cl)cc1)N1CCN(c2ccccc2)CC1` | TrxR1 substrate: -2%
`O=C(N/N=C/c1ccc(OC(F)F)cc1)c1cc[n+]([O-])cc1` | TRHR enhancer: 34*

More compounds
SMILES	TRHR enhancer	TrxR1 substrate	Pin1 inh	D2 ag	rTrxR1 inhibitor	USP1-UAF1 inh	D2 antag	mIDH1 inhibitor	TRHR ag
CSc1ccc(CNCC(O)c2ccccc2)cc1 (stereo unspecified)	-2	4%	3%	0.5	21%	-29%	2	-7%	1.1
CCC(C)Nc1nc(N)c([N+](=O)[O-])c(N2CCCCCC2)n1 (stereo unspecified)	1	-14%	-7%	0.6	-5%	-8%	-13	-2%	2.1
NC(=S)Nn1c(-c2ccccc2)nc2ccccc2c1=O	6	-10%	-9%	-0.4	-21%	-18%	0	3%	-0.6
O=C(CN1C(=O)NC2(CCCC2)C1=O)Nc1nc(-c2ccc(F)c(F)c2)cs1	7	-2%	3%	-0.4	6%	-14%	-7	-8%	0.1
COc1ccc(CCNC(=O)C(=O)N2CCCCC2)cc1OC	1	-7%	-6%	0.7	-13%	-5%	5	-2%	0.3
Cc1ccc[n+](CC(=O)c2cc3ccccc3oc2=O)c1	-1	-6%	-4%	-0.1	-12%	-12%	-9	20%	0.3
O=C(NCCc1ccccc1)c1nnc(Cc2cccc(F)c2)o1	-4	-8%	5%	0.3	7%	-11%	·	5%	-0.3
CCOC(=O)c1sc2ncn(CC(=O)Nc3ccc(F)cc3F)c(=O)c2c1C	8	13%[2.29 µM]	-1%	-0.8	6%	-19%	·	-5%	-0.5
CS(=O)(=O)N(CC(=O)NCCSCc1ccco1)c1ccc2c(c1)OCO2	25	2%	1%	1.6	-6%	-12%	-15	-10%	0.1
CCCCCCCCCNC(=O)[C@H](NC(=O)COc1ccccc1)[C@@H]1NC(C(=O)OC)C(C)(C)S1 (stereo partly specified)	·	7%[57.1 µM]	1%	·	21%[57.1 µM]	?	·	-2%	·
O=C(NCCc1ccccc1)C(=S)N1CCCCC1	-2	5%	1%	0.3	23%	-21%	1	-7%	-0.3
COc1ccc(CCNC(=O)C(C)OC(=O)c2ccco2)cc1OC (stereo unspecified)	-10	2%	-5%	0.6	6%	-11%	6	4%	0.2
CC1CCN(S(=O)(=O)c2ccc([N+](=O)[O-])cc2)CC1	-4	-2%	-6%	1.7	-24%	-24%	-2	-1%	-0.7
CCCn1c(-c2ccccc2)cc(SC)c(C#N)c1=O	-5	5%[57.1 µM]	-1%	3.4	17%[57.1 µM]	-3%	-10	0%	0.5
CC(=O)N1N=C(c2ccc(Cl)cc2)OC1c1ccc(C(C)C)cc1 (stereo unspecified)	-1	-3%	-1%	0.7	-27%	-16%	15	6%	1.9
Cc1cccc(-n2ccnc2SCC(=O)Nc2cc(C)on2)c1	-3	6%[57.1 µM]	-4%	-0.7	11%[57.1 µM]	-20%	8	7%	-1.2
CCOC(=O)c1[nH]c2ccc(OC)cc2c1NC(=O)OC	-9	56%[activator]	2%	-0.3	-2%	-22%	13	1%	-0.2
Cc1ccc(NC(=O)C2CCCN2c2nn3c(=O)cc(C)nc3s2)cc1 (stereo unspecified)	-7	-6%[57.1 µM]	3%	·	4%[57.1 µM]	-9%	·	18%	-0.5
COC(=O)c1ccccc1NC(=O)Cn1cnc2c(cnn2-c2ccc(C)c(C)c2)c1=O	·	9%	6%	·	10%	1%	·	1%	·
CN(C(=O)CSc1nc2ccc(NC(=O)CCc3ccccc3)cc2s1)c1ccccc1	-2	6%	20%	-0.9	25%	-23%	·	2%	0.3
COc1ccccc1Nc1nnc(SCC(=O)Nc2cc(C)on2)s1	-1	-2%	10%	-0.6	7%	-20%	0	12%	-0.9
CCOc1cc(C2NC(=S)NC(C)=C2C(=O)Nc2ccccc2)ccc1O (stereo unspecified)	-1	-5%	2%	0.2	-2%	-13%	-38	2%	1.0
CC1=C(C(=O)Nc2ccc(C)cc2C)C(c2ccccc2[N+](=O)[O-])n2ncc(C(=O)Nc3ccccc3)c2N1 (stereo unspecified)	10	-5%	3%	-0.1	2%	-10%	·	0%	0.3
CC(=O)N(C)c1ccc(NS(=O)(=O)Cc2ccccc2)cc1	-3	3%	7%	-1.3	18%	-12%	2	2%	0.7
Cc1ccc2nc(N/C(=N/S(=O)(=O)c3ccc(F)cc3)c3ccccc3)sc2c1	-2	48%[activator]	-2%	2.7	42%[activator]	-16%	-3	-4%	-0.6
CCCN1C(=O)SC(CC(=O)Nc2cccc3ccccc23)C1=O (stereo unspecified)	-3	7%	-4%	-1.2	9%[57.1 µM]	-18%	-6	2%	0.0
CC(C)Cn1c2c(c(O)c(C(=O)Nc3ccc(F)cc3)c1=O)CCCC2	-7	-3%	0%	0.0	-12%	-19%	-9	6%	-0.3
COc1cc2c(cc1OC)CN(C(=O)c1cccs1)CC2	0	-6%	1%	-0.7	15%[57.1 µM]	-12%	-10	1%	-0.3
CCOc1ccc(S(=O)(=O)N2CCOCC2)cc1NC(=O)Cc1c(F)cccc1Cl	0	2%[57.1 µM]	-2%	0.8	3%[57.1 µM]	-14%	1	-8%	-0.2
CC(O)(CS(=O)(=O)Cc1ccccc1)C(=O)Nc1cccc(C(F)(F)F)c1 (stereo unspecified)	·	5%	-4%	·	15%	-15%	·	5%	·
Cc1ccc(C)[n+](CC(=O)N2CCCCC2)c1	0	-7%[57.1 µM]	-1%	0.8	-5%[57.1 µM]	-8%	-14	-1%	-0.2
Cn1c(CO)cnc1SCC(=O)c1ccc(F)cc1	-4	-8%	-17%	0.6	-5%	-23%	-15	0%	0.5
NC(=NCCc1ccccc1)NS(=O)(=O)c1cccs1	2	3%	1%	-0.3	25%	-20%	-9	3%	-0.1
CC(OC(=O)Cn1cnc2c1c(=O)n(C)c(=O)n2C)C(=O)N(C)c1ccccc1 (stereo unspecified)	-5	0%	-11%	0.5	20%	0%	4	0%	0.0
O=C1CSC(c2ccc(F)cc2)N1c1c(F)cccc1F (stereo unspecified)	0	-2%	-2%	-3.6	15%	-6%	-4	-6%	-2.1
Cc1ccccc1OCCC(=O)OCC(=O)Nc1ccc2[nH]c(=O)[nH]c2c1	9	1%	-7%	0.4	8%	-6%	-5	1%	0.5
Cc1ccc(Cl)cc1N1CCN(C(=O)c2cc3c(=O)oc4ccccc4c3s2)CC1	-5	11%[2.29 µM]	2%	0.6	25%	-1%	·	-8%	0.4
Cc1cc(C(=O)COc2ccccc2C(N)=O)c(C)n1C1CC1	-1	0%	6%	1.6	20%	-26%	2	8%	-0.1
COc1cccc(-c2nc(CS(=O)CC(=O)NC3CC3)c(C)o2)c1 (stereo unspecified)	-2	7%[57.1 µM]	1%	0.6	-46%	-9%	-9	12%	-0.1
COc1ccc(-n2ncc3c2CC(C)(C)CC3NC(=O)CCN2CCCCC2=O)cc1 (stereo unspecified)	6	-6%[57.1 µM]	-2%	1.8	-15%[57.1 µM]	7%	15	0%	0.8
O=C(CCc1nc2cccnc2n1Cc1ccccc1)NCCc1ccc(Cl)cc1	-3	-1%	5%	0.9	-3%	-19%	-11	16%	-1.3
NS(=O)(=O)c1ccc(NC(=O)c2csnn2)cc1	3	-12%	20%	2.0	-11%	-22%	·	0%	0.8
CCCN1CCN(S(=O)(=O)c2ccc3c(c2)NC(=O)C(C)C(=O)N3)CC1 (stereo unspecified)	3	16%[57.1 µM]	-18%	-0.1	0%[57.1 µM]	-19%	0	12%	0.6

Not all compounds are listed, so the mix of outcomes need not match the whole.
